mcGAS RapidFire: mouse cGAS inhibition by mass spec | Q8C6L5 | recombinant mouse cGAS, cGAMP by RapidFire MS | inhibition, % at 12.5 µM | 130,000 tested, 0.18% active | AID 1259397;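 active means inhibition of cGAS enzyme activity at or above 60%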;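 further: enzyme stimulated by 45 bp dsDNA with ATP and GTP substrates; cGAMP share of summed cGAMP plus half ATP and half GTP signals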
Target sequence (Q8C6L5 whole entry, looked up): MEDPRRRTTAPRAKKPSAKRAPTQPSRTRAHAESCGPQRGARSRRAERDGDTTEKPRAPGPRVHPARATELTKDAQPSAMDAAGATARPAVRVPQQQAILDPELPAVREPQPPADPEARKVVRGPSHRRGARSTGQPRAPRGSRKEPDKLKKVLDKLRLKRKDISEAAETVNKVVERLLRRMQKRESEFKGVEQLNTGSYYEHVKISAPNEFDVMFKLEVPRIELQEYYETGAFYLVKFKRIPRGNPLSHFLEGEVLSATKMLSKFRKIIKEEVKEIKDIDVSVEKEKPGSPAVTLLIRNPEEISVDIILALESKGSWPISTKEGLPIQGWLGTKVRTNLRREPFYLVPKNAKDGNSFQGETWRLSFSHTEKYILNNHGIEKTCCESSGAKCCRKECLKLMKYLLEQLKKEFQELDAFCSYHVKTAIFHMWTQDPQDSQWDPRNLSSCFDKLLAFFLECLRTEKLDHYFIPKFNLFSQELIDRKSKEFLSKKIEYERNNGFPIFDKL
Starred values were filed as active, the others as inactive; & = joins results of further samples. The list is partial; count on the stated rates, not on these rows.

SMILES	mcGAS RapidFire
CCOC(=O)c1c(NC(=O)c2sc(Nc3ccc(F)cc3)c(C(N)=O)c2N)sc2c1CCC2	-3
Cc1nn(C)c(C)c1/C=C/C(=O)N1CCCC(C)C1 (centres undefined)	9
CCc1ncc(C(=O)N2CCOc3c(O)cc(-c4cccnc4)cc3C2)cn1	-13
CSC1(SC)C(Oc2ccccc2)C(=O)N1Cc1ccco1 (centres undefined)	-13
N#Cc1ccc(F)c(COC(=O)c2cncc(Br)c2)c1	7
Cc1c(C(=O)NC2(C#N)CCCC2)cnn1-c1cccc(C(F)(F)F)c1	-1
CC(C)(C)NC(=O)C1(C)CCN1Cc1csc2ccccc12 (centres undefined)	-5
CN(CC1CCCCO1)C(=O)CCn1c(=O)[nH]c2ccccc21 (centres undefined)	1
O=C(CCn1c(=O)oc2ccccc21)Nc1nc2c(s1)CCCC2	-2
Cn1c(=O)[nH]c2cc(C(=O)OCc3ccoc3)ccc21	-6
COc1ccc(C)cc1-c1csc(NC(=O)CCc2cccs2)n1	3
Cc1cccc(OC(C)(C)C(=O)NCc2cccnc2N(C)C)c1	-40
Fc1c(F)c(N2CCOCC2)c(F)c(F)c1-c1ccccc1	0
Cc1nccn1CCCNC(=O)CC(C)CCc1ccccc1 (centres undefined)	-3
COc1ccc(Cc2noc(-c3ccc(N4CCCC4)nc3)n2)cc1	-4
COC(=O)c1c(C)[nH]c(C(=O)C(C)OC(=O)C23CC4CC(CC(C4)C2)C3)c1C (centres undefined)	-2
COC[C@H]1CCCN1Cc1cccc(C(=O)Nc2ncc(C)s2)c1	6
COc1cc(CNCc2ccc3c(c2)OCO3)cc(Cl)c1OC(F)F	-7
Cc1cc(C)cc(NC(=O)/C(C#N)=C/c2c(O)ccc3ccccc23)c1	-18
O=C(Nc1cc(F)ccc1F)N1CCCC1c1ccncc1 (centres undefined)	5
O=C(Cn1ncccc1=O)N1CCN(c2ccc(-c3ccco3)nn2)CC1	-2
CC(NC(=O)c1scnc1Cl)C1(N2CCOCC2)CCCC1 (centres undefined)	-6
C#CCC(OC(=O)Cc1ccc(C)c(OC)c1)c1ccccn1 (centres undefined)	-21
CC(=O)Nc1cnc(-c2ccccc2CO)cn1	-3
CNc1nc(CNc2ncc(Br)cn2)cs1	3
CCc1ccc(CN(CCOC)C(=O)c2cn(C)c3ccccc3c2=O)cc1	-3
CC(=O)N1CCC(Oc2ccc(Cl)cc2C(=O)N(C)Cc2nccn2C)CC1	-14
COc1cc(NS(=O)(=O)c2ccc(Cl)cc2)c(OC)cc1Cl	1
Cc1ccc2[nH]c(C(=O)O)c(CN3CCCC(c4ccn[nH]4)C3)c2c1 (centres undefined)	-9
N#CCCn1cc(C(=O)n2nnc3ccccc32)c(-c2cc3ccccc3o2)n1	-11
CC1CCC(N(C)C(=O)CCn2c(=O)[nH]c(=O)c3ccccc32)CC1 (centres undefined)	-4
CC(C)CNC1CCN(c2ccc(NC(=O)c3cccc(Cl)c3)cc2)CC1	-8
CCN1CC(C)C(=O)N(Cc2cccnc2)C1=O (centres undefined)	-2
COc1ccc(C=Cc2sc3ccccc3[n+]2CCCS(=O)(=O)O)cc1OCc1ccccc1	-2
COc1cc(NS(C)(=O)=O)cc(Br)c1O	-1
Cn1c(SCC(=O)N2CCNC2=O)nnc1-c1ccco1	-15
O=C(OCc1nc2sc3c(c2c(=O)[nH]1)CCCC3)c1cc2c(s1)CCC2	-1
CN(C)CC/C=C1/c2ccccc2COc2ccccc21	-1&1&3
COC(=O)c1sc(NC(=O)c2ccc3nccn3c2)cc1C	24
c1ccc2c(c1)C(=NCC1CCCO1)NC2=NCC1CCCO1 (centres undefined)	-15
CC(c1ccc(Cl)cc1Cl)N(C)C(=O)NCCc1cnn(C)c1 (centres undefined)	1
c1ccc(CCC2CN(Cc3ccsc3)CCO2)cc1 (centres undefined)	3
COc1cc(Br)c(C2c3cc4c(cc3OC(=N)C2C#N)OCO4)cc1OC (centres undefined)	-2
CCn1c(CC2CCN(C(=O)c3cccc4ncccc34)CC2)nn(C)c1=O	-39
N#Cc1ccc(N=Nc2c(-c3ccccc3)[nH]n(-c3ccc([N+](=O)[O-])cc3)c2=O)cc1	-11
CCCCOc1ccccc1NC(=O)Oc1ccccc1	1
COc1ccc2[nH]cc(C(=O)c3ccncc3)c(=O)c2c1	-10
O=C(NCCc1nc2ccccc2[nH]1)OCc1nccn1Cc1ccccc1	-6
O=C(O)c1cc(-c2cccnc2)n(-c2ccccc2)n1	6
COc1cc(C2C(C(=O)c3cccs3)=C(O)C(=O)N2Cc2cccnc2)cc(OC)c1OC (centres undefined)	4
COc1cc(N(C)Cc2csc(C(C)C)n2)ncn1	-19
CC(C)(C)CC(=O)N1CCCC1C(=O)N1CCOC(c2ccc(F)cc2)C1 (centres undefined)	-6
COc1ccc(S(=O)(=O)NC(=O)C2(C)CCN2C(=O)c2c(C)noc2C)cc1 (centres undefined)	-4
Oc1ccc(Cl)cc1Sc1cc(Cl)ccc1O	24
CC(NCc1ccc2c(c1)nnn2C)c1ccc(F)cc1F (centres undefined)	-1
Cc1cc(C)cc(CSc2nnc(C)n2C)c1	6
Cc1nnc(C(C)N(C)CCCc2cc(-c3cccc(F)c3)n[nH]2)o1 (centres undefined)	-17
COC(=O)C(C)n1cnc2c(nnn2-c2ccc(F)cc2)c1=O (centres undefined)	8
COc1ccc2c(c1)N(O)C(=O)CO2	-8
Cc1nnnn1-c1cc(N)ccc1C(=O)OC(C)C(=O)NCC(C)C (centres undefined)	-7

Random excerpt: two records from the list, in no set order.
SMILES	mcGAS RapidFire
COc1ccc(S(=O)(=O)NC(=O)C2(C)CCN2C(=O)c2c(C)noc2C)cc1 (centres undefined)	-4
Cc1nnnn1-c1cc(N)ccc1C(=O)OC(C)C(=O)NCC(C)C (centres undefined)	-7

Carrying on:
SMILES	mcGAS RapidFire
CCOC(=O)c1oc2ccc(CNCCO)c(Cl)c2c1C	-13
Cc1ccc(/C=C/CC(=O)Nc2sccc2S(C)(=O)=O)cc1	0
CN(CC(=O)O)C(=O)CCc1ncc(-c2ccc(F)cc2F)o1	-11
CCN(c1ccccc1)S(=O)(=O)c1cc(C(=O)O)cc(C)c1C	-1
CCc1nnc2n1N(C(C)=O)C(c1cccc([N+](=O)[O-])c1)=C(C(C)=O)S2	-4
COc1cccc(C(=O)Nc2c(C)nc3cc(C)ccn3c2=O)c1	20
CNS(=O)(=O)c1ccc(C(=O)N(C)c2ccccc2)o1	-9
CC(C)N1CCC(=NNC(=O)c2ccc(C(C)(C)C)cc2)CC1	-8
CCC1CN(C(=O)C2CCCCN2C(=O)c2ccccc2)CCO1 (centres undefined)	-7
O=C(CCN1CCCCO1)N1CCCC(N2CCN(c3ccccc3)CC2)C1 (centres undefined)	-1
O=C(NC[C@H]1C[C@H]2C=C[C@H]1C21CC1)c1coc(COc2ccc(F)cc2)n1	-5
C=C(C)CN1CCN(c2nc3c(c(=O)[nH]c(=O)n3C)n2CCCc2ccccc2)CC1	-3
Cc1cccc(NC2(C(F)(F)F)N=C3SCCN3C2=O)n1 (centres undefined)	5
CCn1cncc1S(=O)(=O)Oc1ccc(CCC(C)=O)cc1	-10
CCOc1ccc(N2C(=S)SC3CS(=O)(=O)CC32)cc1 (centres undefined)	48
COCCN1CCCC(O)(CN2CCC(O)(Cn3ccnc3)CC2)C1=O (centres undefined)	-19
Cc1ccc(CNC(=O)C2CCCC2)s1	-4
CCCCCCn1c(N2CCN(c3ccccc3)CC2)nc2c1c(=O)[nH]c(=O)n2C	-2
CN(Cc1ccc2c(c1)OCO2)C(=O)c1n[nH]c2c1CCCC2	-6
Cc1cnc(N2CCCC(c3cc(=O)[nH]cn3)C2)nc1N(C)C (centres undefined)	-3&4
COC(=O)C1C(C(C)C)N(c2ccccc2)OC1(C)O (centres undefined)	-2
CC(=O)OCC(=O)[C@@]1(O)CCC2C3CCC4=CC(=O)CC[C@]4(C)C3[C@@H](O)C[C@@]21C (some centres undefined)	0
O=C(CN1CCCC1c1nc2ccc(F)cc2[nH]1)N1CCOCC1 (centres undefined)	0
CSc1nc(C)c2c(n1)OC(CBr)C2 (centres undefined)	-8
CCOc1ccccc1CN1CCN(Cc2cnn(-c3ccc(C)cc3)c2)CC1CCO (centres undefined)	-6
CNC(=O)COc1ccccc1-c1ccc(-n2cccn2)cc1	-16
CCOC(=O)c1cnn(-c2cccc(NC(=O)C(CC(C)C)N3C(=O)C4CC=CCC4C3=O)c2)c1C (centres undefined)	-2
CC(=O)C1=C(O)CC(c2ccccc2)SC1=Nc1ccccc1 (centres undefined)	-7
O=C1c2ccccc2S(=O)(=O)N1Cc1ccc(Br)cc1	-7
Cc1cccn2c(NC(C)(C)C)c(-c3ccccc3F)nc12	-2
CC(=O)NCc1ccc(S(=O)(=O)N2CC(C)CC(C)C2)s1 (centres undefined)	-2
CCCc1noc(-c2ccc(-n3ncc(C(=O)N4CCSCC4)c3C)nc2)n1	2
COC(=O)c1ccc(-c2nc(CN3CCCC3c3nonc3C)c(C)o2)cc1 (centres undefined)	-10
CC(C)n1cc(CN2CCN(Cc3ccccc3F)C(CCO)C2)cn1 (centres undefined)	-4
O=C(C1CCC1)N1CCCN(Cc2cccc(Cn3cccn3)c2)CC1	-4
COc1cc(C(=O)NS(=O)(=O)c2ccc(C#N)cc2)ccc1C	-3
COCCn1c(N2CCC(C)CC2)nc2c1c(=O)n(C)c(=O)n2C	-2
CCc1nn2c(nnc3c(=O)n(-c4cccc(Cl)c4)ccc32)c1-c1ccc(OC)cc1	-3
CSc1ccc(C2c3[nH]c4ccccc4c3CCN2C(=O)c2cc(C)n(C)n2)cc1 (centres undefined)	-7
CC(CNC(=O)C1CC(=O)N(C)C1)N1CCc2ccccc21 (centres undefined)	-3
CC(C)(C)c1ccc(CC(=O)N2CCC2(C)C(=O)NCCC#N)cc1 (centres undefined)	-2
CC1c2cc3c(cc2C2(CCCC2)CN1CC(O)COc1ccc(C#N)cc1)OCCO3 (centres undefined)	-16
Cc1nccc(-c2cccc(-n3cnnc3)c2)n1	-29
CCN(CC)C(Cn1c(=S)[nH]c2ccccc2c1=O)c1cccc(OC)c1 (centres undefined)	-15
CC(C)COCC(O)CN(Cc1nc2scc(-c3ccccc3Cl)c2c(=O)[nH]1)Cc1ccco1 (centres undefined)	1
Cc1cccc(-n2nnnc2SCC(=O)N2CCCCC2C)c1C (centres undefined)	-1
Cc1nc(CN2CCN(Cc3csc(C)n3)CC2)cs1	1
N#CCn1c2ccc(Br)cc2c2nc3ccccc3nc21	-8
CCCn1c(N)c(N(C)CCOc2ccc(Cl)cc2)c(=O)[nH]c1=O	1
CC1CN(C(CNC2CC(C)OC2=O)c2cccs2)CCO1 (centres undefined)	-23
CN(CC(=O)Nc1c(C#N)cnn1-c1ccccc1)CC(=O)NC1CC1	5
O=c1cc(-c2ccccc2)nc(Nc2nc3ccccc3o2)[nH]1	-15
CCCCC(=O)Nc1nc(-c2ccccc2)c(-c2nccn2C)s1	-2
CC(=O)N1CCCC(C(=O)O)C1 (centres undefined)	-37
O=C(Cc1ccc(F)cc1)NCCCn1nc(-c2ccc(Cl)cc2)ccc1=O	6
CCn1cnnc1CNC(=O)N1CC(OCc2cccc3ccccc23)C1	-2
O=C(CN1CCCCCC1=O)Nc1ccccc1Cl	-5
O=C(CSc1ccc(F)c(F)c1)NC(=O)Cc1ccccc1	-46
COC(=O)c1cccc(CN2C(=O)C(C)ON=C2c2ccccc2F)c1 (centres undefined)	-7
CCOC(=O)c1cnn(Cc2nc(-c3ccccc3C)oc2C)c1	-9

Other structures:
SMILES	mcGAS RapidFire
Cc1cccc(C(C(=O)NCc2ccc(CN)cc2)N(C)C)c1 (centres undefined)	-25
C=C1/C(=N\OC(=O)Nc2ccc(C)cc2)CC2CC1C2(C)C (centres undefined)	-10
O=C1OC(c2ccc3c(c2)OCO3)=NC1=Cc1cc(Cl)c2c(c1)OCCO2	0
O=c1c2cnc3ncnn3c2ccn1-c1ccc(Cl)c(Cl)c1	-10
NC(=O)c1ccc(Cn2cnc3c(Br)cc(Br)cc3c2=O)cc1	7
CCOC(=O)Nc1nc(CC(=O)N2CCn3c2nc2ccccc23)cs1	-24
O=C(CNc1cncc(Br)c1)N1CCCCC1	-10
O=C(Cn1cnc(-c2ccccc2)cc1=O)NCC1CCCO1 (centres undefined)	-8
O=S(=O)(NC1CCOc2ccccc21)N1CCCCCC1 (centres undefined)	-5
O=C(NC1CCCc2ccccc21)c1cncn1-c1ccccc1 (centres undefined)	-5
COc1cccc(CN(C)Cc2nc3ccc(Cl)cc3c(=O)[nH]2)c1	7
CCC1(C)N(O)C(C)C(c2ccccc2)=[N+]1[O-] (centres undefined)	-36
Cc1cc(CNC(=O)c2ccc(Cn3ccccc3=O)o2)ccc1F	-12
Cc1cc(C(=O)Nc2cccc(C(=O)NC(C)(C)C)c2C)cc(=O)[nH]1	3
CCOc1ccc(C(=O)Nc2c3c(nn2C(C)(C)C)CS(=O)C3)cc1OCC (centres undefined)	-10

Quoted from the listing (18 entries):
SMILES	mcGAS RapidFire
O=C(Cc1ccc(F)cc1)NCCCn1nc(-c2ccc(Cl)cc2)ccc1=O	6
CCn1cnnc1CNC(=O)N1CC(OCc2cccc3ccccc23)C1	-2
O=C(CN1CCCCCC1=O)Nc1ccccc1Cl	-5
O=C(CSc1ccc(F)c(F)c1)NC(=O)Cc1ccccc1	-46
COC(=O)c1cccc(CN2C(=O)C(C)ON=C2c2ccccc2F)c1 (centres undefined)	-7
CCOC(=O)c1cnn(Cc2nc(-c3ccccc3C)oc2C)c1	-9
Cc1cccc(C(C(=O)NCc2ccc(CN)cc2)N(C)C)c1 (centres undefined)	-25
C=C1/C(=N\OC(=O)Nc2ccc(C)cc2)CC2CC1C2(C)C (centres undefined)	-10
O=C1OC(c2ccc3c(c2)OCO3)=NC1=Cc1cc(Cl)c2c(c1)OCCO2	0
O=c1c2cnc3ncnn3c2ccn1-c1ccc(Cl)c(Cl)c1	-10
NC(=O)c1ccc(Cn2cnc3c(Br)cc(Br)cc3c2=O)cc1	7
CCOC(=O)Nc1nc(CC(=O)N2CCn3c2nc2ccccc23)cs1	-24
O=C(CNc1cncc(Br)c1)N1CCCCC1	-10
O=C(Cn1cnc(-c2ccccc2)cc1=O)NCC1CCCO1 (centres undefined)	-8
O=S(=O)(NC1CCOc2ccccc21)N1CCCCCC1 (centres undefined)	-5
O=C(NC1CCCc2ccccc21)c1cncn1-c1ccccc1 (centres undefined)	-5
COc1cccc(CN(C)Cc2nc3ccc(Cl)cc3c(=O)[nH]2)c1	7
CCC1(C)N(O)C(C)C(c2ccccc2)=[N+]1[O-] (centres undefined)	-36

From PubChem
